TTR transcr act: TTR transcription activation, primary screen; SH-SY5Y TTR promoter Gaussia luciferase, luminescence; 100% = recombinant luciferase protein wells; activation, % at 16.7 µM; 92,000 compounds, 1.3% hits;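 active = activation above the mean of all tested compounds plus 3 SD, cut at about 9.5% in these data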;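 also: cells exposed to compounds for one day before reading; 0% = median of all test compound wells on the plate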
Active calls of the source: *; & = joins results of further samples.

SMILES	TTR transcr act
CCn1c(=O)n(CC(=O)N2CCC3(CC2)OCCO3)c(=O)c2ccccc21	-2.3
CN1CCN(c2ccc([N+](=O)[O-])c(N3CCCCC3)c2)CC1	0.8
COc1ccc(Br)cc1CNCCc1cccc(Cl)c1	2.8
O=C(c1cc([N+](=O)[O-])ccc1N1CCNCC1)N1CCOCC1	0.8
O=C(NCCN1CCC2(CC1)C(=O)NCN2c1cccc(F)c1)c1ccc2ccccc2c1	-4.6
O=C(O)CCn1cc(C=C2C(=O)NC(=S)NC2=O)c(-c2cc3ccccc3oc2=O)n1	-1.5
CCN(CC)C(=O)c1ccc(NC(=O)c2cn(-c3ccccc3)nc2-c2ccc(OC)cc2)cc1	0.3
O=C(NCC1=C(c2cccc3ccccc23)C[C@@H]2CC[C@H]1N2Cc1ccco1)c1cccs1	6.6
COP(=O)(OC)C(NS(=O)(=O)c1ccccc1)C(Cl)(Cl)Cl (centres undefined)	-0.3
COc1ccc(CNCCc2ccccc2F)c(OC)c1C	-1.3
C=CCn1c(O)c(C(CC)=NCCc2ccccc2)c(=O)[nH]c1=O	-0.2
COc1ccccc1-n1c(-c2ccccc2)nc2ccccc2c1=O	1.5
Nc1ccc(Cc2ccc(N)cc2)cc1	-0.5
O=C(COc1ccc2ccccc2c1)N1CCN(Cc2ccncc2)CC1	1.5
CN(C)C(=O)Oc1ccc([N+](=O)[O-])cc1	3.0
CC1=NN(Cc2c[nH]c3ccccc23)C(C)(C)C1	0.8
C=CCn1c(O)c(C(C)=O)c(=O)[nH]c1=O (tested in a mixture with another compound)	-0.9
O=C(c1ccc2c(c1)N(Cc1ccccc1)CCS2)N1CCC2(CC1)OCCO2	-2.2
O=C(C1c2ccccc2C(=O)N2CCc3ccccc3C12)N1CCC2(CC1)OCCO2 (centres undefined)	0.2
O=[N+]([O-])c1ccc(C2[C@H]3C(c4ccccc4)=NC4(CCCC4)N23)cc1 (some centres undefined)	-1.0
COc1ccc(CCn2c(O)c(/C=N/NC(=O)c3ccncc3)c(=O)[nH]c2=O)cc1OC	0.9
COc1ccc(CC(=O)C2C(=O)N(C)c3ccccc32)cc1OC (centres undefined)	2.9
C=CCC1(CC)C(=O)NC(=S)NC1=O	3.4
COc1cc(CN2C(=O)NC(=O)C3(Cc4cc(C)ccc4N(C)C3)C2=O)cc(OC)c1 (centres undefined)	-1.1
CCN(CC)CCC(=O)O[C@H]1CC[C@]2(C)C3CC[C@@]4(C)C(CC[C@]4(C)O)C3CC[C@H]2C1 (some centres undefined)	-1.9
Cn1c(CN2CCN(C(=O)COc3ccccc3)CC2)nc2cc([N+](=O)[O-])ccc21	-1.1
COc1cc2[nH]c(=S)n(-c3ccccc3)c(=O)c2cc1OC	1.0
CCN(CC)C(=O)c1ccc(NC(=O)c2ccc3c(c2)NC(=O)CS3)cc1	-0.8
OC(c1ccc(F)cc1)(c1ccc(F)cc1)[C@@H]1CCCN1	-3.8
CC(C)NC1(c2ccccc2)CCCCC1	-1.0
CCOC(=O)c1cnc(N2CC2)nc1N	-0.5
CCc1ccccc1N1C(=O)CC(=O)NC1=O	9.8*
Oc1ccc(C[C@H]2NCCc3cc(O)c(O)cc32)cc1O	-0.8
CCOP(=O)(OCC)c1ccc(OP(=O)(c2cccc([N+](=O)[O-])c2)c2cccc([N+](=O)[O-])c2)cc1	5.0
C=CCN1C(=O)NC(=O)/C(=C\c2ccc(-c3ccccc3[N+](=O)[O-])o2)C1=O	-0.6
O=C(Cn1c(=O)n(CC2CS2)c2ccccc21)N1CCCCCC1 (centres undefined)	-0.1
O=C(N/N=C/c1c(O)n(CCC2=CCCCC2)c(=S)[nH]c1=O)c1ccccc1	-0.1
CCC(c1nnnn1Cc1ccccc1)N1CCC(n2c(=O)[nH]c3ccccc32)CC1 (centres undefined)	1.5
O=C(Nc1cccc(Cl)c1)OCC#CCN1CCCC1	7.7
O=C1CC(N2CCC(n3c(=O)[nH]c4ccccc43)CC2)C(=O)N1c1ccc(F)cc1 (centres undefined)	4.9
CC(C)c1ccc(-n2c(O)c(/C=N/NC(=O)c3ccncc3)c(=O)[nH]c2=O)cc1	1.4
CCc1nn(CC(=O)N2CCC3(CC2)OCCO3)c(=O)c2cc3ccccc3n12	1.2
O=[N+]([O-])c1ccc(N2CCCCCC2)c2ncccc12	4.0
FC(F)=C(F)CCSc1ncn[nH]1	3.4
Fc1cccc(F)c1CN1CCN(Cc2c(F)cccc2F)CC1	1.3
O=C(C1CC(c2ccc(F)cc2)=NO1)N1CCC2(CC1)OCCO2 (centres undefined)	-1.7
CN(C)C1(CNC(=O)c2ccc(Cl)c(S(=O)(=O)NCc3ccco3)c2)CCCCC1	1.2
CCN(CC)c1ccc(/C=C2\C(=O)NC(=O)N(CC3CCCO3)C2=O)cc1 (centres undefined)	3.3
O=C1NC(=O)N(Cc2ccc(F)cc2)C(=O)/C1=C\c1ccc([N+](=O)[O-])s1	-0.3
O=C(Nc1ccccc1OC(=O)N1CCCCC1)N1CCCCC1	2.1
Next records follow:
SMILES	TTR transcr act
CN1C(=O)/C(=C\c2ccc(N3CCCCCC3)cc2)C(=O)NC1=S	-0.1
CC12CC(O)C3C(CCC4=CC(=O)CCC43C)C1CCC2=O (centres undefined)	-0.3
O=C(c1cccc([N+](=O)[O-])c1)C12CN3CN(CN(C3)C1)C2	2.6
CCCCCCC(Cl)(Cn1ccnc1)c1ccccc1 (centres undefined)	0.5
COC(=O)C(O)(c1ccc(NC(=O)c2ccccc2)cc1)C(F)(F)F (centres undefined)	1.0
CCN(CC)c1ccc(CN(C)CCc2ccc(OC)c(OC)c2)cc1	0.1
Clc1ccc([C@H]2CC3CCC2N3)cn1 (some centres undefined)	-1.9&-1.6
CCCC(=O)Nc1cc(C(=O)N2CCC3(CC2)OCCO3)ccc1S(=O)(=O)c1ccc(C)cc1	-1.3
Clc1cccc(N2Cc3cc(N4CCOCC4)ccc3-n3nncc3C2)c1	0.1
CCOP(=S)(OCC)SCC(=O)NC(C)(CC)C(=O)O (centres undefined)	2.4
CCCCCn1c(=O)c(C(=O)NCc2ccco2)c(O)c2ccccc21	1.6
CN1C2CCC1CC(=NO)C2	26.5*
N=C1c2ccccc2CN1CC(=O)c1ccccc1	6.0
O=c1[nH]c(=O)n(CC2CCCO2)c(O)c1/C=C1\C=Nc2ccccc21 (centres undefined)	1.5
CCOc1ccc(Cl)cc1CNCCc1ccccc1F	2.3
C[C@]12CC[C@@H](O)CC1=CC(=O)C1C2CC[C@]2(C)C(=O)CCC12 (some centres undefined)	-1.9
COc1ccc(N2C(=O)NC(=O)/C(=C/c3ccc([N+](=O)[O-])s3)C2=O)cc1	-0.2
NS(=O)(=O)c1ccc(N=Nc2c(O)[nH]c(=S)[nH]c2=O)cc1	0.3
CCC(=Nc1ccc2c(c1)CCC2)c1c(O)n(C2CCCCC2)c(=O)[nH]c1=O	0.5
CC12CCC3C(CCC4C/C(=N/O)CCC43C)C1CCC2O (centres undefined)	-1.2
CN1CCC(=O)N(CCN=[N+]=[N-])CC1	-1.0
CN(Cc1c[nH]c2ccccc12)C1CCCCC1	2.0
C#CCOc1ccc2c(c1)c(C(C)=O)c(C)n2Cc1ccccc1	2.3
CC(=NCCN1CCOCC1)c1c(O)n(Cc2ccccc2)c(=O)[nH]c1=O	4.0
C/C(=N\Nc1ccccc1)c1c(O)n(C)c(=O)n(C)c1=O	0.2
O=C1NC(=O)N(c2cccc(Br)c2)C(=O)/C1=C/c1ccsc1	0.9
O=C1CN(O)C(c2ccccc2)=c2cc(Br)ccc2=N1	2.7
C#C[C@]1(O)CCC2C3C(=O)C=C4C=CCC[C@]4(C)C3CC[C@@]21C (some centres undefined)	6.3
CCC1CN1P(=O)(Oc1ccc(Cl)cc1)N1CC1CC (centres undefined)	4.0
CCCCCn1c(=O)c(C(=O)Nc2ccccc2N)c(O)c2ccccc21	1.3
Cc1ccccc1N1C(=O)NC(=O)/C(=C\c2cc(Br)c(N3CCOCC3)o2)C1=O	1.0
Brc1ccc2[nH]cc(/C=N/N3CCCCC3)c2c1	0.3
Cc1cc(OCC(=O)N[C@@H](Cc2ccccc2)C(=O)O)c2c3c(c(=O)oc2c1)CCC3	0.2
CCCCn1c(=O)c(C(=O)NCc2ccccc2)c(O)c2ccccc21	-1.6
CCCCC1C(=O)NC(=S)N(C)C1=O (centres undefined)	1.3
COc1ccc(OCC(=O)N2CCN(Cc3ccc(SC)cc3)CC2)cc1	1.2
S=C(c1ccc(Cl)cc1)N1CCOCC1	-0.5
Oc1ccc(/C=N/NP(=S)(c2ccccc2)c2ccccc2)cc1	3.4
CCOC(=O)c1[nH]c(C)c(C(=O)N2CCC3(CC2)OCCO3)c1C	-0.6
CCN(CC)c1ccc(N=Cc2c(O)n(-c3ccccc3)c(=O)[nH]c2=O)cc1	-1.3
O=[N+]([O-])c1ccc(N2CCCNCC2)c2ncccc12	2.8
c1cncc(CNC2CCCCC2)c1	-1.7
O=c1c2ccccc2[nH]c(=S)n1-c1cccnc1	2.1
C/C=C(\C)C(=O)N[C@@H](c1ccccc1)[C@@H](O)C(=O)O[C@H]1C[C@@]2(O)[C@@H](OC(=O)c3ccccc3)C3[C@](C)(C(=O)[C@H](O)C(=C1C)C2(C)C)[C@@H](O)C[C@H]1OC[C@@]31OC(C)=O (some centres undefined)	-1.1
O=C1c2ccccc2-n2nnnc2C2c3ccccc3-n3nncc3CN12 (centres undefined)	-1.1
Cc1ccc(NC2=NCCCS2)c(C)c1C	-0.3
c1ccc2oc(-c3ccc4c(c3)CNCc3cnnn3-4)cc2c1	-0.7
COc1ccc(OC(=O)N(C)C[C@@H]2OCc3cnnn3CCCC(=O)N([C@H](C)CO)C[C@@H]2C)cc1	1.2
CCCCCC1(C(C)C)C(=O)NC(=S)NC1=O	-0.4
C=CCNC(=S)N1Cc2cc(Br)ccc2-n2nncc2C1	-0.9
(cont.)
SMILES	TTR transcr act
O=C(C(=O)N1CCC2(CC1)OCCO2)c1c[nH]c2ccccc12	10.5*
Cc1cccc(OP(=O)(Nc2ccc(F)cc2)Oc2cccc(C)c2)c1	-0.9
COC(=O)C1=C(c2ccc(OCc3ccccc3)cc2)C[C@@H]2CC[C@H]1N2C(=O)NCc1ccc(OC)c(OC)c1	-4.4
CCC12CN3CC(CC)(CN(C1)C3c1cccnc1)C2=O (centres undefined)	1.0
Cc1nn(Cc2ccccc2)c(C)c1C(=O)NCc1ccccc1F	-1.8
CCOC(=O)[C@]12Cc3cc(C)ccc3[C@H]1N(C1CCCCC1)C(=O)c1ccccc12	-6.7
COc1ccc(OC(=O)N(C)C[C@@H]2OCc3cnnn3CCCC(=O)N([C@@H](C)CO)C[C@H]2C)cc1	-0.1
COc1ccc(NC(=O)C2C3CCC(O3)C2C(=O)O)c(OC)c1 (centres undefined)	-0.3
C=C1[C@@H](C)C2[C@H](Cc3ccccc3)NC(=O)[C@]23[C@H](OC(C)=O)/C=C/[C@@](C)(O)C(=O)[C@@H](C)C/C=C/[C@H]3[C@@H]1O (some centres undefined)	1.8
O=c1[nH]c(=O)n(Cc2ccc(F)cc2)c(O)c1C=NCC1CCCO1 (centres undefined)	2.1
CCOc1ccc(N=Cc2c(O)n(-c3ccc(C)c(C)c3)c(=O)[nH]c2=O)cc1	1.5
CCCCCn1c(=O)c(C(=O)NCc2ccccn2)c(O)c2ccccc21	2.7
C=CCN=C(SCC(=O)c1ccc(Cl)cc1)c1c(O)n(C)c(=O)n(C)c1=O	-3.4
Cc1ccc(CN2CCN(CC(=O)N3CCC4(CC3)OCCO4)C2=O)cc1	-1.3
O=c1cccc2n1CC1CC2CN(Cc2c(F)cccc2Cl)C1 (centres undefined)	0.0
O=C(Nc1cccc(Cl)c1)c1c(O)c2c(n(Cc3ccco3)c1=O)CCCC2	-0.2
CC12CC(c3ccccc3O1)C(C(=O)OCc1ccccc1)C(=O)N2 (centres undefined)	-1.4
COC(=O)C1=C(c2cccc(OCc3ccccc3)c2)C[C@@H]2CC[C@H]1N2C(=O)NCc1ccc(C(C)(C)C)cc1	0.9
Cc1cc(C)n(CCOC(=O)C2C(C=C(Cl)Cl)C2(C)C)n1 (centres undefined)	-0.1
Cc1nc2ccccc2c(=O)n1-c1cccc(C(F)(F)F)c1	0.0
C[C@]12CCC3C(CC[C@H]4C[C@@H](O)CC[C@]34C)C1C[C@@H](O)[C@H]2O (some centres undefined)	-0.2
O=c1[nH]c(=O)n(C2CCCCCC2)c(O)c1C=NC1CCN(Cc2ccccc2)CC1	-3.0
C[C@H]1CC[C@H]2NCCN[C@H]2C1	-2.1

Among those listed so far, 15 have fluorine.
SMILES	TTR transcr act
O=C(NCCN1CCC2(CC1)C(=O)NCN2c1cccc(F)c1)c1ccc2ccccc2c1	-4.6
COc1ccc(CNCCc2ccccc2F)c(OC)c1C	-1.3
OC(c1ccc(F)cc1)(c1ccc(F)cc1)[C@@H]1CCCN1	-3.8
O=C1CC(N2CCC(n3c(=O)[nH]c4ccccc43)CC2)C(=O)N1c1ccc(F)cc1 (centres undefined)	4.9
FC(F)=C(F)CCSc1ncn[nH]1	3.4
Fc1cccc(F)c1CN1CCN(Cc2c(F)cccc2F)CC1	1.3
O=C(C1CC(c2ccc(F)cc2)=NO1)N1CCC2(CC1)OCCO2 (centres undefined)	-1.7
O=C1NC(=O)N(Cc2ccc(F)cc2)C(=O)/C1=C\c1ccc([N+](=O)[O-])s1	-0.3
COC(=O)C(O)(c1ccc(NC(=O)c2ccccc2)cc1)C(F)(F)F (centres undefined)	1.0
CCOc1ccc(Cl)cc1CNCCc1ccccc1F	2.3
Cc1cccc(OP(=O)(Nc2ccc(F)cc2)Oc2cccc(C)c2)c1	-0.9
Cc1nn(Cc2ccccc2)c(C)c1C(=O)NCc1ccccc1F	-1.8
O=c1[nH]c(=O)n(Cc2ccc(F)cc2)c(O)c1C=NCC1CCCO1 (centres undefined)	2.1
O=c1cccc2n1CC1CC2CN(Cc2c(F)cccc2Cl)C1 (centres undefined)	0.0
Cc1nc2ccccc2c(=O)n1-c1cccc(C(F)(F)F)c1	0.0

These rows are one share of the data; the hit share may differ from the screen's.
